Screening results as filed in PubChem.
CXCR6 block: blocks human CXCR6 beta-arrestin recruitment | O00574 | CHO-K1 PathHunter CXCR6 beta-arrestin, luminescence | inhibition, % at 20 µM | 360,000 compounds, 0.36% hits; in the data active means inhibition above about 34%, passing the limit was not always enough;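 further: antagonist mode with CXCL16 agonist at 10 nM final; 0% = 10 nM CXCL16 with DMSO and 100% = unstimulated wells without agonist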
UPR CHOP act: activators of apoptotic arm of unfolded protein response (CHOP); activation, % at 10 µM; 330,000 compounds, 0.34% hits; CHO-CHOP luciferase reporter, UPR activation, luminescence; percent of tunicamycin response over DMSO baseline;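 active means at 10 µM dose, activation of 40% or more, normalized to positive control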;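 further: 100% = tunicamycin at 10 µg/mL and 0% = DMSO alone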
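System: CHO CHOP reporter cells. Amount: 500 cells per well. Buffer or medium: F12 medium, 10% FBS. Compound dosing: one dose, 10 µM in 0.5% DMSO. Incubation: 6 h compound exposure at 37 °C after overnight seeding. Technique: Steady-Glo luciferase luminescence. Benchmarks: tunicamycin and DMSO controls.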
APJ antag: blocks the human apelin receptor APJ; CHO-K1 APJ beta-arrestin complementation, luminescence; inhibition, % at 20 µM; 330,000 compounds, 0.32% hits; AID 2521;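 active means inhibition above about 40% at 20 µM, limit read from the data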;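 further: cells challenged with 10 nM apelin-13 agonist together with compound; plate controls were apelin-13 plus DMSO wells for no effect and DMSO wells lacking apelin-13 for full effect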
EBI2 block: antagonists of human EBI2 receptor; AID 651636; EBI2 beta-arrestin recruitment, luminescence, 7a,25-OHC stimulated; inhibition, % at 5 µM; 360,000 compounds, 0.81% hits; in the data active means inhibition above about 38%;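 further: enzyme fragment complementation signal reports receptor beta-arrestin coupling in cells; 0% = agonist plus DMSO wells and 100% = wells without agonist; some results beyond the cut were filed as inactive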
tim23-1 inh: tim23-1 yeast growth inhibition; S. cerevisiae tim23-1 growth, BacTiter-Glo luminescence, 24 h; 330,000 compounds, 1.3% hits; AID 463212; inhibition, % at 20 µM;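 active means growth inhibition of the mutant yeast at or above 50%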;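 further: temperature-sensitive mutant grown at 25 °C; plate controls were DMSO-treated mutant yeast for no effect and medium wells lacking yeast for full effect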
APJ agonist: activates the human apelin receptor APJ. AID 2520. P35414. 330,000 compounds, 0.11% hits. activation, % at 20 µM. CHO-K1 APJ PathHunter beta-arrestin, luminescence; 0% DMSO wells, 100% apelin;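 active means activation more than six SD over the plate average, tested at 20 µM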;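 further: 0% = DMSO alone and 100% = apelin-13 at 10 nM; some results filed as inactive read as strong as hits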
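Assay system: engineered CHO-K1 APJ arrestin reporter cells; Amount: 1000 CHO-K1 reporter cells seeded per well; Dosing: one dose, 20 µM compound, 1% DMSO; Times: compound stimulation 90 min at 25 °C, detection 60 min; Measured by: luminescent beta-gal fragment complementation, chemiluminescent substrate; Read-out: APJ–arrestin association signal; Controls: DMSO vs Apelin-13 10 nM.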
Mdm2-MdmX inh: inhibitors of human Mdm2/MdmX interaction | O15151+Q00987 | inhibition, % at 8 µM | 330,000 compounds, 3% hits | SaOS-2 split-luciferase Mdm2/MdmX complementation, luminescence;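 active means inhibition of at least 50% at 8 µM in the primary screen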
Target sequence (O15151 whole entry, looked up): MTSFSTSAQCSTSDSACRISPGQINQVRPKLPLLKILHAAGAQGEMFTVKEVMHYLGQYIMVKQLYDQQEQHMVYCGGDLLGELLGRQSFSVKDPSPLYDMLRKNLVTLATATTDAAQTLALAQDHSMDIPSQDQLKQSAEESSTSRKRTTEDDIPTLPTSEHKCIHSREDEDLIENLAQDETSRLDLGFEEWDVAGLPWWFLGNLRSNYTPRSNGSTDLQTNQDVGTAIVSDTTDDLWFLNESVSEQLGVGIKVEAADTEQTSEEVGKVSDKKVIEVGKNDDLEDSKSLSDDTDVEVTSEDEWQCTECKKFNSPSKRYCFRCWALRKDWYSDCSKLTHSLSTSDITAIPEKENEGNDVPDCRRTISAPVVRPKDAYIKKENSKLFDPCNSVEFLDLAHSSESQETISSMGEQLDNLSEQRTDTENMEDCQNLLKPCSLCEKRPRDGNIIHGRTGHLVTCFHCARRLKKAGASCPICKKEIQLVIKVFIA
Target sequence (Q00987 whole entry, looked up): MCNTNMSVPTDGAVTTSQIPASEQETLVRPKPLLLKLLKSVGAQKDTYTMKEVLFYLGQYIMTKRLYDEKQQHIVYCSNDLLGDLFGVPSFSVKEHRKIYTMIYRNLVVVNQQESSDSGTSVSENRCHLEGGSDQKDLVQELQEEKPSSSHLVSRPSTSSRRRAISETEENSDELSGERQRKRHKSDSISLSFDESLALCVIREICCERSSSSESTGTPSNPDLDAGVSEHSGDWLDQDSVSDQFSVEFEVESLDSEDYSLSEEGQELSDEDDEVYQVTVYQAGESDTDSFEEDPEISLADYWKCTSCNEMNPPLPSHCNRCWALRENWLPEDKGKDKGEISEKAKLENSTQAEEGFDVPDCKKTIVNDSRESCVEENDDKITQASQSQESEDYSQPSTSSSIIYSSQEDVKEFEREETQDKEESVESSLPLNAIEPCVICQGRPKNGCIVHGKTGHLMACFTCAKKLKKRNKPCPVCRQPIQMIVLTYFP
CCR6 antag: antagonists of human CCR6 receptor | P51684 | CHO-K1 CCR6 PathHunter beta-arrestin, luminescence, CCL20-stimulated | inhibition, % at 20 µM | 340,000 compounds, 0.49% hits | AID 493098;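 active means compounds whose inhibition of the agonist-driven luminescence signal at 20 µM reaches about 50%, limit read from the data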;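 further: cells stimulated with CCL20 at 14 nM final; plate controls were DMSO with CCL20 for no effect and DMSO without agonist for full effect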
XBP1 UPR activ: activators of adaptive arm of unfolded protein response (XBP1). CHO-XBP1 luciferase reporter, IRE1-XBP1 UPR activation, luminescence; percent of tunicamycin response, DMSO as zero. activation, % at 20 µM. 330,000 compounds, 0.33% hits. AID 463104;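 active means versus positive control, 20 µM dose yields 30% or more activation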;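 further: 100% = tunicamycin at 10 µg/mL and 0% = DMSO only wells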
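Test system: CHO-XBP1 luciferase reporter cells | Buffer or medium: Serum-containing F12 medium, 10% FBS | Schedule: 6 h compound exposure at 37 °C, 5% CO2 | Detection: Steady-Glo luciferase glow luminescence, 10 min after reagent addition | Read-out basis: Activation, % of tunicamycin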
Starred values were filed as active, the others as inactive; / = no result given. A portion of the library (hit frequency here may not be typical).

SMILES	CXCR6 block	UPR CHOP act	APJ antag	EBI2 block	tim23-1 inh	APJ agonist	Mdm2-MdmX inh	CCR6 antag	XBP1 UPR activ
Cc1cc(C(=O)CSc2ncnc3ccccc23)c(C)n1C1CC1	-1	2.4	-4	-1	10	-3	-12	1	0
CC(=O)N1CCCc2cc(S(=O)(=O)N3CCCC(C(=O)Nc4cccc(C)c4)C3)ccc21 (stereo unspecified)	6	1.0	-5	0	13	-3	19	0	-3
COC(=O)c1cc(Oc2ccc(C(=O)OC)cc2N)cc(C(=O)OC)c1	1	-1.0	-2	5	13	-2	10	25	2
Cc1ccnc(NCc2c(O)ccc3ccccc23)c1	-2	1.3	-11	0	19	-2	18	11	-3
COc1ccc(Cl)cc1/C=C1/C(=O)ON=C1C	-16	5.2	6	-1	17	-2	-9	-16	-5
CCCOc1ccc(/C=C/C(=O)NCc2ccccc2)cc1	0	1.0	-14	18	8	-3	-8	12	0
CCOc1ccc(S(=O)(=O)N(C)c2ccc(OCC(=O)OCc3c(C)noc3C)cc2)cc1	2	-0.5	2	2	13	-5	5	-3	1
Cc1ccc(N(CC(O)CN2CCCCC2)S(=O)(=O)c2ccc(C)cc2)cc1 (stereo unspecified)	-2	0.6	-1	0	-6	-5	17	9	-3
O=c1oc2cc([N+](=O)[O-])ccc2nc1/C=C(O)/C=C/c1ccccc1	/	-0.9	20	/	17	-7	-4	/	0
CC(=O)N1CCN(S(=O)(=O)c2ccc(S(=O)(=O)NC3CC3)cc2)CC1	-1	0.5	10	-20	17	-3	9	-5	0
C/C(=N\NC(=O)C(=O)Nc1cc(C)ccc1C)c1ccncc1	0	1.1	7	4	6	-3	-18	-5	1
COc1oc(-c2ccccc2C)nc1C(F)(F)F	3	2.8	5	-6	10	-2	-14	6	1
CCC(=O)N(CCc1ccc(S(N)(=O)=O)cc1)C1CC(=O)N(c2ccc(OC)cc2)C1=O (stereo unspecified)	-4	-0.2	9	-2	8	0	4	7	-2
COc1ccc(Br)cc1/C=N/NC(=O)CN1CCN(Cc2ccccc2)CC1	10	2.3	16	2	13	0	-12	2	1
Cc1ccc(Cl)cc1NC(=O)COC(=O)C1CCCC1	-10	-3.0	-5	-7	14	1	-25	3	-1
c1ccc(-c2nc3c([nH]2)CCc2nonc2-3)cc1	5	1.9	6	-5	4	-1	-5	10	0
CC(=O)Nc1ccc(NC(=O)CCN2C(=O)C3CC=CCC3C2=O)cc1 (stereo unspecified)	-9	-1.5	10	-16	0	0	14	3	-1
C=CCC[C@H](Cc1ccc(F)cc1)C(=O)OC[C@@H](C)NC(=O)[C@H](CC=C)CC(=O)N(CCO)Cc1ccccc1	10	1.6	5	15	27	-6	24	8	-2
CCOCc1nnc(NC(=O)c2cc(C(=O)OC)cc([N+](=O)[O-])c2)s1	0	-2.9	3	8	13	1	-7	5	-4
C#CC[N+](C)(C)CC#Cc1ccc(Cl)cc1	-4	0.1	7	-3	-3	-4	46	-4	-2
COC(C(=O)Nc1ccc(F)c(F)c1)c1ccccc1 (stereo unspecified)	-13	-0.2	6	-7	7	0	1	10	4
COC(=O)CCc1c(C)nc(N)[nH]c1=O	-2	-3.6	-10	-2	8	-3	-9	-3	1
O=C(O)c1cc(-n2nnnc2SCc2ccccc2F)ccc1Cl	2	-0.6	20	-2	12	1	23	8	1
COCCOC(=O)/C(=C/c1ccc(OC(=O)c2ccccc2)cc1)C(C)=O	4	9.1	7	-7	90*	0	-4	24	8
C#CC1CN(Cc2ccccc2)CC(C#C)N1C (stereo unspecified)	-5	0.8	8	-1	-1	-2	-2	1	0
CCCCCCn1ccc(=N)cc1	-9	1.4	4	-1	1	-1	35	23	0
CC(OC(=O)c1ccc(F)c(S(=O)(=O)N2CCOCC2)c1)C(=O)NCC1CCCCC1 (stereo unspecified)	7	0.2	9	1	-4	0	19	12	2
CC(=O)c1cccc(S(=O)(=O)NC2CC2)c1	-8	2.8	9	4	13	6	11	5	0
Cc1c(Cl)c([N+](=O)[O-])nn1Cc1ccc(C(=O)Nc2ccc(Cl)cn2)o1	9	2.1	-9	13	42	-3	-6	-1	-1
O=C(NCc1cccc(Cl)c1)c1ccc2nc[nH]c2c1	-4	0.1	-15	-8	-1	-5	1	7	-1
COc1ccc(NC(=O)CCC(=O)Nc2cc(OC)c(NC(=O)c3cccs3)cc2OC)cc1	6	1.2	6	8	13	3	-1	9	-3
Brc1ccc(N=Nc2ccc3ccccc3n2)cc1	16	-10	49*	43	27	-13	79*	31	-11
Cc1cccc(C(=O)Nc2cccc(C(=O)N/N=C/c3cccc(C)n3)c2)c1	-6	1.5	-15	4	10	0	-15	-6	-5
COc1cc(C2NC(=O)NC(C)=C2C(=O)OCC2CCCO2)ccc1O (stereo unspecified)	4	0.6	-13	1	3	-2	10	7	-5
O=C(N/N=C/C(Cl)=C/c1ccc([N+](=O)[O-])cc1)C(=O)Nc1cccc(C(=O)O)c1	-10	0.7	-74	0	25	5	3	1	-3
O=Cc1c(NCc2ccccc2F)c2ccccc2[nH]c1=O	-3	-1.0	11	-17	22	1	8	1	-5
O=C(O)C1CC=CCC1C(=O)Nc1ccccc1Cl (stereo unspecified)	7	-3.8	6	-1	7	-3	6	5	-1
COc1cc(NC(=O)COc2cc(O)c3c(c2)OC(C)(C)CC3=O)cc(OC)c1	3	0.1	-53	4	29	-3	6	8	-4
COc1ccccc1-c1sc2ccccc2c1-c1ccc2c(c1)OCO2	-20	-0.1	15	14	1	7	23	17	1
CC(=O)N1c2ccc(S(=O)(=O)N3CCC(C(=O)NC4CCC(C)CC4)CC3)cc2CC1C (stereo unspecified)	5	-0.6	-51	-7	-7	1	16	-1	-3

11 compounds already listed, arranged by heavy-atom count, highest first.
SMILES	CXCR6 block	UPR CHOP act	APJ antag	EBI2 block	tim23-1 inh	APJ agonist	Mdm2-MdmX inh	CCR6 antag	XBP1 UPR activ
COc1ccc(NC(=O)CCC(=O)Nc2cc(OC)c(NC(=O)c3cccs3)cc2OC)cc1	6	1.2	6	8	13	3	-1	9	-3
CC(OC(=O)c1ccc(F)c(S(=O)(=O)N2CCOCC2)c1)C(=O)NCC1CCCCC1 (stereo unspecified)	7	0.2	9	1	-4	0	19	12	2
COc1cc(NC(=O)COc2cc(O)c3c(c2)OC(C)(C)CC3=O)cc(OC)c1	3	0.1	-53	4	29	-3	6	8	-4
COCCOC(=O)/C(=C/c1ccc(OC(=O)c2ccccc2)cc1)C(C)=O	4	9.1	7	-7	90*	0	-4	24	8
COc1cc(C2NC(=O)NC(C)=C2C(=O)OCC2CCCO2)ccc1O (stereo unspecified)	4	0.6	-13	1	3	-2	10	7	-5
O=Cc1c(NCc2ccccc2F)c2ccccc2[nH]c1=O	-3	-1.0	11	-17	22	1	8	1	-5
COC(C(=O)Nc1ccc(F)c(F)c1)c1ccccc1 (stereo unspecified)	-13	-0.2	6	-7	7	0	1	10	4
Brc1ccc(N=Nc2ccc3ccccc3n2)cc1	16	-10	49*	43	27	-13	79*	31	-11
C#CC1CN(Cc2ccccc2)CC(C#C)N1C (stereo unspecified)	-5	0.8	8	-1	-1	-2	-2	1	0
CC(=O)c1cccc(S(=O)(=O)NC2CC2)c1	-8	2.8	9	4	13	6	11	5	0
CCCCCCn1ccc(=N)cc1	-9	1.4	4	-1	1	-1	35	23	0

New compounds follow:
SMILES	CXCR6 block	UPR CHOP act	APJ antag	EBI2 block	tim23-1 inh	APJ agonist	Mdm2-MdmX inh	CCR6 antag	XBP1 UPR activ
CCOC(=O)CC(=O)CSc1ccc2nnc(-c3ccc(F)cc3)n2n1	3	1.4	8	-8	20	1	11	10	1
COc1ccccc1NS(=O)(=O)c1ccc2[nH]c(=O)[nH]c2c1	-1	1.8	-10	-9	0	-2	18	-6	-4
CN(C)C(CNS(=O)(=O)c1cc([N+](=O)[O-])ccc1Cl)c1ccco1 (stereo unspecified)	-13	-0.1	-5	-7	5	6	12	-9	-4
Cc1ccccc1OCCC(=O)N(CC(C)C)c1c(N)n(Cc2ccccc2)c(=O)[nH]c1=O	2	0.1	16	7	3	1	16	8	-1
Cc1ccc(NC(=S)NCCCN2CCOCC2)cc1	-2	0.4	-16	0	12	1	-36	4	2
Cc1cccc2cc(CN(C(=O)c3cccc([N+](=O)[O-])c3)C(C)C)c(=O)[nH]c12	-10	-3.0	-30	-4	4	-2	20	-3	0
O=C1CCCN1C(=O)CSc1nnnn1-c1cccc(F)c1	-8	0.8	8	3	7	1	-2	1	-2
CC(C)C(=O)Nc1c(C(=O)N2CCN(c3ncccn3)CC2)oc2ccccc12	9	0.8	-44	-9	19	0	14	2	1
COc1ccc(/C=N\NC(=O)c2ccc([N+](=O)[O-])c(C)c2)cc1COc1ccccc1C(N)=O	6	-1.1	-19	-9	-22	6	21	-3	16
c1ccc(-c2cn3cccnc3n2)cc1	1	0.9	-22	-7	15	2	9	2	3
O=C(CN1CCN(c2ccccn2)CC1)Nc1ccc2ccccc2c1	0	3.6	10	16	8	-8	-11	4	1
Cc1cccc(-n2ncc3c2CCCC3NC(=O)c2ccc[n+]([O-])c2)c1C (stereo unspecified)	-5	-0.6	-6	-1	-1	-4	26	2	-5
Cc1ccccc1CN1CCN(CC(=O)NCc2ccccc2)CC1	-9	-0.1	3	7	-21	1	5	-1	-7
CN1CCN(C(=O)c2ccc(-c3ccccc3)cc2)CC1	-10	0.1	8	9	4	0	5	4	-4
CCOc1ccc(NC(=O)c2ccc(NC(=S)NC3CCCCC3)cc2)cc1	3	0.3	-5	-1	5	-2	-11	1	0
Cn1c(SCc2nc3ccccc3[nH]2)nnc1-c1cccnc1	0	3.8	-1	5	6	-2	26	-7	-1
CC(C)COc1ccc(-c2nnc(-c3ccco3)o2)cc1	-1	-1.3	13	-10	29	-3	-111	-5	-2
COc1cccc(-n2c(N)c(C(=O)Nc3c(C)n(C)n(-c4ccccc4)c3=O)c3nc4ccccc4nc32)c1	3	2.4	10	3	29	-1	44	19	-2
